# Screening results deposited in PubChem by National Center for Advancing Translational Sciences (NCATS).
# MmCpn inh – blocks the Methanococcus maripaludis chaperonin Mm-Cpn; hit rate 0.031% among 330,000; purified Mm-Cpn ATPase, ADP Transcreener TR-FRET; Potency, µM (doses to about 76.9 µM), without a hit: top-dose activity, negative = inhibition, usual class: inhibitors; also: potency is read from the fitted curve at half-maximal effect; % is scaled to controls: 0 for no effect and ±100 for the full control effect; nearly all actives have a fitted effect of over 80% in size
#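 ATPase turnover read by TR-FRET ADP competition (Eu cryptate antibody/ADP-d2, 665/590 nm): 10uM ATP final, 25nM Mm-CPN final, 30 min 37degC after 10-min compound preincubation, pH 7.4 Tris/KCl/MgCl2/DTT buffer.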
# EPAC2 antagonist – EPAC2 (human) antagonism; Q8WZA2; EPAC2 GEF exchange of Rap1B-BODIPY-GDP, fluorescence; Potency, µM (doses to about 114 µM), for inactives: top-dose activity, negative = inhibition, hits mostly inhibitors; hit rate 0.18% among 360,000; also: potency is read from the fitted curve at half-maximal effect; % is scaled to controls: 0 for no effect and ±100 for the full control effect; nearly all actives have a fitted effect of over 45% in size; many of its hits are not listed in these tables
# Target sequence (Q8WZA2 whole entry, looked up): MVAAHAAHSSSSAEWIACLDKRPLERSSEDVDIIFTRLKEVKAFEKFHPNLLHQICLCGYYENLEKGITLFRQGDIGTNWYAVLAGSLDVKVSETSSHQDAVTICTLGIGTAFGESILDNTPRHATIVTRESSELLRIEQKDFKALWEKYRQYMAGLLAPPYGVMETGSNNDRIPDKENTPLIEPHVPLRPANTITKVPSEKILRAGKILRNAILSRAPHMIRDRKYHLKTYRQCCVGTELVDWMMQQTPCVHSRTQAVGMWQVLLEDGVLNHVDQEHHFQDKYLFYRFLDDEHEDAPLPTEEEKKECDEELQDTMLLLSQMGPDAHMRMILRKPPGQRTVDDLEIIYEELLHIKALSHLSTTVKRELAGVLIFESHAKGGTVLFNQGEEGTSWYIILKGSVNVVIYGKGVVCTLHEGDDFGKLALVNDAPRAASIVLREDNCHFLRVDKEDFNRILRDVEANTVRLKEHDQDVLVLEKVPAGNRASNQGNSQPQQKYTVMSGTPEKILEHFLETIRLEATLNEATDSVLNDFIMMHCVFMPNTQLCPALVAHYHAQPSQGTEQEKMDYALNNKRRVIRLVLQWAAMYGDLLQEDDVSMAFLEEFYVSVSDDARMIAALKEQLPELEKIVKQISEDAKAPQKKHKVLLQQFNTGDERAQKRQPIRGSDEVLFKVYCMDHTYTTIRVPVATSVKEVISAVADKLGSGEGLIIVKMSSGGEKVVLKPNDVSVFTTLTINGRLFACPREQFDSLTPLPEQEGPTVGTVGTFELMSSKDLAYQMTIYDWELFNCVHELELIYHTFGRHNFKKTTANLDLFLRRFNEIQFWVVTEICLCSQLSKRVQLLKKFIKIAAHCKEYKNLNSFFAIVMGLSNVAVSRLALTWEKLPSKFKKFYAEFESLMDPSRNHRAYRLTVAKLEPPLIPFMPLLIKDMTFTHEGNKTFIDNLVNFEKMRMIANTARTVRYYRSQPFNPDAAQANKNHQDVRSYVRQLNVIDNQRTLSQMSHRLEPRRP
# A549 tox – kills or reduces viability of A549 cells in Nrf2 counter-screen; Potency, µM (doses to about 46 µM), inactives show top-dose activity change, negative = cytotoxicity, usual class: inhibitors; hit rate 0.16% among 390,000; AID 504648; A549 ARE-Fluc cells, CellTiter-Fluor viability, 18-24 h; also: potency is read from the fitted curve at half-maximal effect; % is scaled to controls: 0 for no effect and ±100 for the full control effect
#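 A549 ARE_Fluc cells in 5% FBS OPTI-MEM were exposed to compounds in concentration-response for 18-24 h at 37 deg C. Viability was read by CellTiter-Fluor fluorescence (Ex 405/Em 525) after 30 min, before the luciferase read.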
# TGFb inhibitor – inhibitors of TGF-b signaling; AID 588855; HepG2 CAGA-GFP TGF-b/SMAD3 reporter, GFP fluorescence, 18 h; TGF-beta stimulated, 500 pg/mL final; hit rate 1.2% among 410,000; Potency, µM (series often up to 46.1 µM), for the others: at the highest dose activity, negative = inhibition, most hits filed as inhibitors; also: potency is read from the fitted curve at half-maximal effect; % is scaled to controls: 0 for no effect and ±100 for the full control effect; nearly all actives have a fitted effect of over 65% in size
#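 Using HEPG2 CAGA-GFP reporter cells at 1000 cells/well, we pinned test compounds, stimulated with recombinant TGF-beta (500 pg/mL final) and measured total well GFP after 18 h.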
# Nrf2 ARE act – activates Nrf2 signaling. Potency, µM (doses to about 46.1 µM), for the others: at the top dose activation, most hits filed as activators. hit rate 0.31% among 410,000. AREc32 ARE-luciferase reporter (MCF7-derived line), luminescence, 24 h. AID 624171; also: potency is read from the fitted curve at half-maximal effect; % of control where 0% means no effect; nearly all actives have a fitted effect of over 65% in size
#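 Luciferase luminescence (Steady-Glo, 30 min at room temperature) served as the read-out of ARE activation in AREc32 cells treated with compounds for 24 hr at 37 deg C.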
# pAkt inh – inhibitors of Akt phosphorylation. Neuro2A IGF-stimulated pAkt S473 HTRF, 20 min; hits give low values. activity change, % for hits at 50 µM. hit rate 0.32% among 360,000. AID 651550; in the data active = activity change below about -80%; inconclusive = mostly about -51% to -80%; also: % is scaled to controls: 0 for no effect and ±100 for the full control effect
#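 Single-point screen (50 µM final compound) in Neuro2A cells stimulated 20 min with 6 nM IGF at 37 deg C. After lysis, Ser473-phosphorylated Akt read by HTRF (ex 330 nm, em 615/665 nm) as the 665/615 ratio.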
# EPAC2 ag – agonists of human EPAC2 (RAPGEF4); Q8WZA2; EPAC2 activation, biochemical qHTS; response scale: 100% = 6.5 mM cAMP response; Potency, µM (titrated, usually from 154 µM), for the others: top-dose activation, most hits filed as activators; hit rate 0.079% among 360,000; AID 720711; also: potency is read from the fitted curve at half-maximal effect; nearly all actives have a fitted effect of over 50% in size
#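 Exchange assay: 100 nM EPAC2 with 250 nM Rap1B-BODIPY-GDP and 50 uM GDP. Fluorescence (ex 480/em 540 nm) read every 5 min for 30 min at room temperature. Data normalized to 6.5 mM cAMP as agonist control.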
# Nrf2 block – blocks Nrf2 signaling; A549 ARE-Fluc reporter, luciferase luminescence, 18-24 h; Potency, µM (doses to about 46 µM), for the others: at the top dose activity change, negative = inhibition, actives largely listed as inhibitors; hit rate 2.1% among 360,000; also: potency is read from the fitted curve at half-maximal effect; % is scaled to controls: 0 for no effect and ±100 for the full control effect; nearly all actives have a fitted effect of over 60% in size
#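 A549 ARE_Fluc cells (5000/well, 5% FBS OPTI-MEM) pre-incubated 2 h, then treated with compounds 18-24 h at 37C/5% CO2 in concentration-response. CellTiter-Fluor viability read first; BugLite luciferase luminescence after 15 min at room temperature gives Nrf2 activity.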
# CCT chaperon mod – changes cytosolic chaperonin activity | purified chaperonin ATPase assay, HTRF ADP detection, 30 min | activity change, % (concentration not given with the values), hits read low | hit rate 0.3% among 360,000; in the data active = activity change below about -30%; also: % is scaled to controls: 0 for no effect and ±100 for the full control effect
#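 We incubate TRiC, 40 or 20 nM final, with library compounds at 76 uM and 10 uM ATP for 30 min at 37 °C. ADP formed is detected with Transcreener HTRF reagents after 30 min at room temperature.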
# The depositor's hits bear a star; i = inactive; ? = inconclusive; . = no result given; [ ] = dose if it differs, or a comment. Unless noted, calls follow the shape of the dose curve; as a rule, active = well fitted curve in the direction sought with a large enough effect; inconclusive = small, poorly fitted or top-dose-only effect, or another doubt; inactive = no such curve, though single readings can be large; an effect the other way counts as inactive or inconclusive. Some of the compounds tested; count on the stated rates, not on these rows.
# Results follow in this order: EPAC2 antagonist, pAkt inh, CCT chaperon mod, Nrf2 ARE act, EPAC2 ag, A549 tox, TGFb inhibitor, MmCpn inh, Nrf2 block
O=C(COc1ccccc1)N1CCN(S(=O)(=O)Cc2ccccc2)CC1
  14%, i, 1.3, -0.6%, 6%, -3%, 6%, -1%, 16%
COc1ccc(-c2nc(Cn3c(SCc4ccc(F)cc4)nc4ccncc43)c(C)o2)cc1OC
  -7%, i, -22, 9.2%, -5%, ?, ?, -10%, ?
CCOC(=O)N1CC=C2C(C#N)=C(N)C(C#N)(C#N)[C@H](c3ccc(OC(C)C)c(OCC)c3)[C@H]2C1
  -11%, i, -3.3, 26%, 1%, 0%, -5%, 1%, .
S=C1SCN(Cc2cccs2)CN1Cc1cccs1
  -11%, i, -1.1, ?, 18%, ., 13µM*, ., .
COc1cccc(OC)c1C(=O)N=c1sc2cc(S(C)(=O)=O)ccc2n1C
  -12%, i, -3.1, 0.3%, 2%, 1%, 2%, -2%, -23%
O=S(=O)(N=C(NS(=O)(=O)c1ccc(Cl)cc1)c1ccccc1)c1ccc(Cl)cc1
  -6%, i, -16, -0.8%, 27%, -1%, 15%, ?, 0%
C=C(C)CSc1nnc([C@H](CCSC)NC(=O)OC(C)(C)C)o1
  7%, i, -3.7, -0.7%, 5%, -4%, -6%, -1%, 5%
Cc1ccc(C)c(NC(=O)c2ccc3c(O)c(S(=O)(=O)c4ccc(Cl)cc4)c(=O)[nH]c3c2)c1
  ., ., ., -1.0%, ., 4%, -27%, ., -2%
CSc1nc2oc3c(c2c2nncn12)CC(C)(C)SC3
  10%, i, 0.1, 6.8%, 7%, -5%, 13%, -3%, -6%
COc1cc([N+](=O)[O-])ccc1NC(=O)NCC1CCN(Cc2ccc(Cl)cc2)CC1
  -1%, i, -1.6, 3.1%, 3%, -8%, 0%, 2%, -18%
CCn1c(=NC(=O)CSC(C)=O)sc2cc(OC)ccc21
  -7%, i, -1.9, 5.3%, 1%, -5%, 5%, 4%, -10%
CN(C)c1ccc(N2C(=NC(=O)CCC3CCCC3)SC3CS(=O)(=O)CC32)cc1 (configuration not stated)
  11%, i, 1.5, -1.2%, -8%, -2%, -1%, 1%, 4%
CC(O)c1nc2ccccc2n1CC(=O)Nc1ccc2c(c1)OCCO2 (configuration not stated)
  -1%, i, 1.6, 0.3%, -5%, 2%, 0%, 0%, 15%
Cc1cc(N2CCN(c3ccccc3)CC2)nc(-c2ccccc2O)n1
  -1%, i, -2.0, 2.5%, 9%, -7%, -5%, 2%, -7%
Cc1cc(C)cc(NC(=O)c2ccc3c(O)c(S(=O)(=O)c4ccccc4)c(=O)[nH]c3c2)c1
  ., ., ., 0.4%, ., 3%, -33%, ., 16%
CC(CCc1ccc(O)cc1)NC1c2ccccc2-c2ccccc21 (configuration not stated)
  -1%, i, -2.1, -0.8%, 10%, 7%, ?, -1%, 0%
COc1ccc(S(=O)(=O)N(CC(=O)NCc2ccco2)c2ccc(C)cc2)cc1OC
  -14%, i, -2.5, 2.0%, 14%, 2%, -7%, 1%, 5%
COC(=O)c1nc2ccc(N3CCOCC3)cc2c(C)c1C(=O)OC
  -5%, i, 0.0, 2.3%, 2%, -2%, -5%, -1%, ?
Cc1ccc(C)c(N2CCN(c3nccn4nc(-c5ccc(Br)cc5)cc34)CC2)c1
  ., ., ., 0.5%, ., -4%, 1%, ., 15%
O=C(Cc1cccc(NC(=O)C2CCCN(C(=O)CCc3ccccc3)C2)c1)Nc1cccc(C(=O)N2CCCC2)c1 (configuration not stated)
  -4%, i, -2.2, -0.6%, 11%, 2%, -24%, 1%, -23%

# Another view of part of the listing above:
canonical_smiles	EPAC2 antagonist	pAkt inh	CCT chaperon mod	Nrf2 ARE act	EPAC2 ag	A549 tox	TGFb inhibitor	MmCpn inh	Nrf2 block
COc1ccc(S(=O)(=O)N(CC(=O)NCc2ccco2)c2ccc(C)cc2)cc1OC	-14%	i	-2.5	2.0%	14%	2%	-7%	1%	5%
COC(=O)c1nc2ccc(N3CCOCC3)cc2c(C)c1C(=O)OC	-5%	i	0.0	2.3%	2%	-2%	-5%	-1%	?

# Further entries.
# Results follow in this order: EPAC2 antagonist, pAkt inh, CCT chaperon mod, Nrf2 ARE act, EPAC2 ag, A549 tox, TGFb inhibitor, MmCpn inh, Nrf2 block
O=S1c2ccccc2Oc2ccccc21
  -2%, i, -0.9, 0.2%, 7%, -2%, 11%, ., 20%
CCOc1ccccc1CN1CCNC(=O)C1CC(=O)NC1CCCCC1 (configuration not stated)
  -8%, i, -3.2, -0.6%, 4%, 0%, -6%, 1%, -13%
COc1ccc(C(=O)Nc2ccc(S(=O)(=O)N3CCOCC3)cc2)cc1
  15%, i, 1.8, -0.7%, 7%, -4%, ?, ., -17%
COc1ccccc1NS(=O)(=O)c1cc(NC(=S)NCC2CCCO2)ccc1C (configuration not stated)
  -10%, i, -1.6, 0.3%, 3%, 2%, ?, 0%, -1%
COC(=O)c1ccccc1NC(=O)c1ccc(COc2ccc3c(c2)CCC3)cc1
  5%, i, -0.5, -1.1%, -1%, 7%, -2%, -23%[15.4 µM], 25%
Cc1cc2[nH]ncc2cc1NC(=S)NC(=O)c1ccccc1
  -3%, i, 1.0, 8.5%, 0%, ., -12%, 0%, ?
CC(C)/C(=N\NS(=O)(=O)c1ccc(Br)cc1)c1cccs1
  -21%, i, 0.0, -0.9%, 2%, -13%, -1%, 1%, ?
CC(C)Cn1cc(NC(=O)NCc2ccc(Cl)cc2)c2ccccc2c1=O
  ., ., ., 0.9%, ., -12%, -3%, ., -7%
COc1ccc(/C=N/N2CCN(c3ccc(Cl)cc3)CC2)cc1
  -5%, i, 1.9, -0.2%, 20%, 0%, -2%, -2%, 4%
CCSc1cc(N2CCOCC2)nc(-c2ccc(Cl)cc2)n1
  2%, i, 1.0, -1.0%, 8%, 8%, 0%, 3%, -15%
Cc1cc(C(=O)NCc2cccs2)nn1C
  0%, i, 0.0, 0.4%, 7%, 2%, 14%, 1%, 4%
O=C(NCc1ccccc1)N1CCOCC1
  4%, i, 0.7, 0.3%, -5%, 10%, -5%, 1%, 11%
CCc1ccc(NC(=O)C2CCCN(S(=O)(=O)c3cccs3)C2)cc1 (configuration not stated)
  -6%, i, -1.7, 0.3%, 3%, 2%, 13%, -2%, ?
c1ccc(OCCSc2nc3ccccc3o2)cc1
  -3%, i, -4.3, 0.8%, 18%, 1%, -16%, 0%, ?
O=c1c2nncn2ccn1-c1ccc(F)c(F)c1
  ., ., ., 0.1%, ., -1%, -16%, ., 10%
Cc1cccc(C)c1NC(=O)C(c1ccccc1)N1CCN(C/C=C/c2ccccc2)CC1 (configuration not stated)
  3%, i, 0.3, 4.2%, 0%, ., ?, ., .
O=C(Nc1cccc(S(=O)(=O)Nc2ccccc2Cl)c1)c1ccc(Cl)nc1
  6%, i, -7.7, -0.6%, -9%, -15%, 13µM*, -1%, 5.2µM*
O=c1c2ccccc2nc2n1C1(CCCCC1)Cc1ccccc1-2
  3%, i, -1.0, -0.2%, 18%, -13%[1.84 µM], ?, -1%, -60%
Nc1cc(N)nc(SCc2ccc(Cl)cc2)n1
  -2%, i, -1.1, 2.9%, 1%, -2%, -3%, 0%, -2%
CCCC(CCC)C(=O)Nc1c[nH]c(=O)[nH]c1=O
  7%, ., 0.3, 0.4%, 5%, 0%, ?, 1%, 25%
O=C(O)c1ccc(Cl)c(S(=O)(=O)N(Cc2ccccc2)c2ccc(Cl)cc2)c1
  -22%, i, -3.1, -0.2%, 4%, 10%, -16%, 1%, ?
O=C(OCC(=O)N1CCN(c2ccccc2)CC1)c1ncc(Cl)c(Cl)c1Cl
  -5%, i, -2.9, 9.2%, 1%, 1%, 0%, 1%, 3%
CC1CC(OC(=O)C(O)c2ccccc2)CC(C)(C)N1C (configuration not stated)
  -4%, i, 1.4, 0.6%, -3%, 1%, -6%, -4%, ?
CC1CCN(C(=O)COC(=O)CCC(=O)c2cccs2)CC1
  -4%, i, -3.9, 0.3%, -5%, -1%, 0%, -1%, 11%
CCOC(=O)c1ccc(N(CC(=O)NCC2CCCO2)C(=O)CCC(=O)Nc2cc(C)on2)cc1 (configuration not stated)
  -3%, i, -1.5, 0.2%, 5%, 0%, -15%, 0%, 7%
CCOC(=O)CN(C(=O)CSc1nnc(COc2ccc(OC)cc2)n1CC)c1ccccc1
  -4%, i, -2.1, 0.2%, 5%, -22%, -10%, 0%, -17%
COc1ccc(C2CCCN2C(=S)Nc2cccc(Cl)c2)cc1OC (configuration not stated)
  -6%, i, 1.4, 0.2%, 13%, 0%, -3%, 6%, -9%
O=C(Nc1ccc(NC(=O)C2CCCCC2)nc1)c1cccs1
  0%, i, -2.1, 0.0%, 15%, 1%, -10%, -12%, 25%
N#Cc1ccccc1OCC(=O)NNC(=O)CCNC(=O)c1ccccc1
  2%, i, -1.4, -0.5%, 10%, 0%, -3%, -1%, -4%
CC(Sc1nc2ccccc2c(=O)n1CCCN1CCOCC1)C(=O)N1CCc2ccccc21 (configuration not stated)
  -2%, i, -6.0, -0.4%, 0%, 0%, -15%, ., 6%
c1cncc(CNCc2ccco2)c1
  4%, i, -2.8, 0.2%, -5%, 1%, 0%, 1%, 3%
Cn1c(=O)c2cc(S(=O)(=O)NCCC(=O)Nc3ccc(F)cc3F)ccc2n(C)c1=O
  2%, i, 0.6, -0.1%, 6%, 7%, -18%, 2%, 7%
CC(C)C1N=C2c3ccccc3N=C(SCC(=O)c3ccc(O)c(O)c3)N2C1=O (configuration not stated)
  9%, i, 1.5, -0.8%, -3%, 0%, -6%, -1%, 19%
COc1ccc(CNC(=O)c2ccc(CN3C(=O)C(C)=C(c4ccc(C)cc4)S3(=O)=O)cc2)cc1
  ., ., ., -0.1%, ., 7%, -24%, ., ?
